Bioassay records as filed in PubChem BioAssay.
ST2 IL33 inh: blocks human ST2 binding to IL-33 | AlphaLISA ST2-Fc/biotin-IL-33 interaction, 1 h | inhibition, % for hits at 17 µM | 2.3% of 78,000 active | AID 1259354; in the data active means inhibition above about 30%; inconclusive means mostly about 10% to 28%
Target sequence (Q01638 whole entry, looked up): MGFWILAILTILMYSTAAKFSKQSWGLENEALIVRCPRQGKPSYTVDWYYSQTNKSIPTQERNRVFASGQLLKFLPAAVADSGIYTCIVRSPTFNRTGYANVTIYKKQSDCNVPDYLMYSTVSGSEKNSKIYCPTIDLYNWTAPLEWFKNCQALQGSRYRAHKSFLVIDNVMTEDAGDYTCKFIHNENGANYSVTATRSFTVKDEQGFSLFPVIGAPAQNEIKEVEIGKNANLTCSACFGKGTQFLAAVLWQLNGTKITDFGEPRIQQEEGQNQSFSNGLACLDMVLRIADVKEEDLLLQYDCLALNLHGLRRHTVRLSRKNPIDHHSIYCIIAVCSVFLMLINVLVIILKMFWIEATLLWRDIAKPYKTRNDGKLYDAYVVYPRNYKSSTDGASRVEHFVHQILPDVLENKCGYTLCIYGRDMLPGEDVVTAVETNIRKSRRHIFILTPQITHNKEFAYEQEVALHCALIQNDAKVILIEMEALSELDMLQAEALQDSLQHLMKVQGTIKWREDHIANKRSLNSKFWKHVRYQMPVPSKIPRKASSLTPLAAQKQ
* = called active by the depositor; i = inactive; ? = inconclusive. Not all compounds are listed; rates above refer to the full screens.

SMILES	ST2 IL33 inh
COc1ccc(-c2cnn(CCC(N)=O)c2)c(C)c1	i
CCn1cc(C(=O)NC2CCCCCCC2)c(=O)c2cc(S(=O)(=O)N3CCCCC3)ccc21	i
COCCCNC(=O)c1nn(C)c2c1CN(C(=O)c1ccccc1-c1ccccc1C)CC2	i
Cc1cc(NC(=O)c2cccc(S(=O)(=O)Nc3cc(C)on3)c2)no1	i
Nc1ccc(C(=O)Nc2ccc(-c3nc4ccc(NC(=O)c5ccc(N)cc5)cc4s3)cc2)cc1	?
O=C1C2CC=C(Cl)CC2C(=O)N1CCNC1CCCCC1 (stereo unspecified)	i
Cc1cccc(S(=O)(=O)Nc2ccc([N+](=O)[O-])cc2)c1	?
O=C(Nc1cccnc1)C1CC1c1ccccc1 (stereo unspecified)	?
Cc1ccn2c(=O)cc(COc3cccc(NC(=O)c4ccccc4C)c3)nc2c1	i
O=c1[nH]c(NCc2ccco2)nnc1Cc1ccc(Cl)cc1	i
Cc1ccc(S(=O)(=O)Nc2ccccc2CNc2ccccc2)cc1	?
CCC(=O)N1CCc2cc(S(=O)(=O)NC(C(=O)Nc3ccc(CC)cc3)C(C)C)ccc21 (stereo unspecified)	i
COc1ccc(-c2cc(C)ccc2OCC(N)=O)cc1Cl	i
CCN(CC)S(=O)(=O)c1ccc2oc(C(=O)NCc3ccco3)c(C)c2c1	i
O=C(NC1CCCCC1)O[C@@H]1CO[C@H]2[C@@H]1OC[C@@H]2NC(=S)NC1CCCCC1	i
Cc1oc(C(=O)O)cc1CN1CCCC1	i
N#Cc1ccc(NC(=O)c2cc(-c3ccco3)on2)cc1	i
Brc1ccc(-c2noc(COc3ccccc3)n2)cc1	i
O=C(/C=C1\Sc2ccccc2NC1=O)NCc1cccnc1	i
CCn1c(CNC(=O)C(C)(C)C)nc2ccccc21	i
COc1ccc(C2C(C#N)=C(N)Oc3n[nH]c(C(C)C)c32)c(OC)c1OC (stereo unspecified)	i
COc1ccc(C(=O)Nc2c3c(nn2-c2cccc(C)c2C)CS(=O)C3)cc1OC (stereo unspecified)	i
CC(C)OCCCNC(=O)c1cc(-c2ccncc2)nc2ccccc12	i
COc1ccccc1Nc1nc(-c2ccc(OC)c(OC)c2)cs1	?
Cc1cc(C)c(OCC(=O)Nc2ccc(S(=O)(=O)Nc3ncccn3)cc2)c(C)c1	i

(listing goes on)
SMILES	ST2 IL33 inh
Cc1ccc(NS(=O)(=O)c2ccc(NC(=O)c3ccccc3Br)cc2)c(C)c1	i
Cc1cccc(C(=O)Nc2nnc(-c3ccc4c(c3)OCO4)s2)c1	i
Brc1cccc(-c2nnc3sc(CN4CCCCC4)cn23)c1	i
O=C(Nc1ccccc1Cl)C1CCN(C(=O)c2cccs2)CC1	i
O=C(CCS(=O)(=O)c1ccc(Br)s1)NC1CCCCC1	i
Cc1ccc(-n2cc(-c3ccc4c(c3)OCO4)[nH]c2=O)cc1Cl	?
CCc1nc2ccc(C(=O)NC3CC3)cc2nc1CC	i
O=C(Cn1ncc2ccccc2c1=O)N1CCCC(O)(CO)CC1 (stereo unspecified)	i
Cn1c(=O)c2c(nc(NCc3ccccc3)n2Cc2ccc(Cl)c(Cl)c2)n(C)c1=O	?
COCCCNC(=O)c1cc2c(=O)n3cccc(C)c3nc2n1C	i
Cc1ccsc1[C@@H]1CCN(Cc2cccn2-c2cccnc2)C[C@H]1O	?
Cc1noc(C)c1CCN1CCC(=O)N(CC2CC2)C(C(C)C)C1 (stereo unspecified)	?
Nc1nc(NCc2ccccc2)nc(-c2cccc(O)c2)n1	i
COc1ccccc1C/C(N)=N\OC(=O)c1cccc(Br)c1	i
COc1cc(C)c(C(=O)O[C@H]2[C@@H](OC(C)=O)[C@H](n3ccc(=O)[nH]c3=O)O[C@@H]2CO)c(OC)c1	i
O=C(O)C(Cc1c[nH]c2ccccc12)N1C(=O)C2CCCCC2C1=O (stereo unspecified)	?
COc1cc(OC)cc(C(=O)N2CCN=C2SCc2ccccc2F)c1	i
Cc1cccnc1C(NC(=O)COc1c(C)ccc(C)c1C)C1CC1 (stereo unspecified)	?
Cn1cc(CN2CCc3[nH]cnc3C2c2cccnc2)c(-c2cccc(Cl)c2)n1 (stereo unspecified)	i
CC(=O)Nc1sc2c(c1C#N)CCCC2	i
COc1ccc(OC)c(N(CC(=O)Nc2ccc(C(N)=O)cc2)S(=O)(=O)c2ccccc2)c1	i
C=CCn1c(C(C)NC(=O)COC)nc2ccccc21 (stereo unspecified)	i
CCOC(=O)N1CCC(N2CCN(c3nc(-c4ccccc4)nc4c3CCC4)CC2)CC1	i
CCOCC(=O)Nc1c(C(=O)Nc2ccc(F)cc2)oc2ccccc12	i
COc1ccc(-c2nc3sccn3c2Nc2ccc3c(c2)OCCO3)cc1	?

Random excerpt: seven entries already listed
SMILES	ST2 IL33 inh
CC(=O)Nc1sc2c(c1C#N)CCCC2	i
CCOC(=O)N1CCC(N2CCN(c3nc(-c4ccccc4)nc4c3CCC4)CC2)CC1	i
COc1cc(C)c(C(=O)O[C@H]2[C@@H](OC(C)=O)[C@H](n3ccc(=O)[nH]c3=O)O[C@@H]2CO)c(OC)c1	i
Cc1cccc(C(=O)Nc2nnc(-c3ccc4c(c3)OCO4)s2)c1	i
Cc1ccc(NS(=O)(=O)c2ccc(NC(=O)c3ccccc3Br)cc2)c(C)c1	i
Cc1cccnc1C(NC(=O)COc1c(C)ccc(C)c1C)C1CC1 (stereo unspecified)	?
COc1ccc(-c2nc3sccn3c2Nc2ccc3c(c2)OCCO3)cc1	?

Later entries
SMILES	ST2 IL33 inh
COc1cc2c3c(c1)C(C)CC(C)(C)N3C(=O)C2=O (stereo unspecified)	40.0%*
O=C(Nc1cc(Cl)ccc1O)c1cc(-c2ccco2)on1	?
CCc1ccccc1Nc1nnc(Cc2ccc(Cl)cc2)c(=O)[nH]1	i
CCN(C/C=C/c1ccccc1)C(=O)c1ccc(-n2cnnc2)cc1	i
Cc1ccc(-n2c(C)nc3c(cnn3-c3ccc(F)cc3)c2=O)cc1F	i
O=C(NCCCc1ccccc1)c1cccc([N+](=O)[O-])c1	i
COCC(Nc1ncnc2sc3c(c12)CCNC3)c1ccnn1C (stereo unspecified)	?
N#CCn1c(=O)n(Cc2ccccc2)c(=O)c2ccccc21	i
COc1ccc(NC(=O)c2ccc(Cl)c(Cl)c2)c(OC)c1	?
CCOC(=O)C(C)(C)Sc1ncnc2nc[nH]c12	i
CCSc1oc(-c2cccs2)nc1S(=O)(=O)c1ccc(Br)cc1	?
CCOC(=O)c1ccc2c(c1)N(Cc1ccccc1)C(=O)CS2	i
COc1ccc(-c2nc(S(=O)(=O)c3ccccc3)c(N3CCCCCC3)o2)cc1	?
c1ccc(CN2CCN(CCOCCOc3ccccc3)CC2)cc1	i
O=C(CSc1nc2c([nH]c3ccccc32)c(=O)n1-c1cccc(Cl)c1)Nc1nccs1	?
O=C(Nc1cc(F)ccc1F)N1CCN(Cc2nc3cccnc3n2-c2cccc(F)c2)CC1	i
CCCCOc1ccc(/C=c2\sc3nc(=O)c(Cc4ccccc4)nn3c2=O)cc1OC	?
Cc1cccc(NC(=O)c2cc(F)ccc2F)n1	i
OC1(c2cccc(C(F)(F)F)c2)CCN(Cc2nc(COc3ccccc3)no2)CC1	i
COc1ccc(C(=O)N2CCN=C2SCc2ccc(Cl)cc2)cc1OC	i
COc1ccc(CNC(=O)c2ccc(C)cc2)cc1	?
CN(Cc1ccccc1)C(=O)c1ccccc1Br	i
O=C1NC[C@@H](CCC(=O)N2CCN(c3ccccc3)CC2)N2C[C@@H](NCc3ccccc3)C[C@@H]12	?
c1ccc2c(c1)CCN(c1nc3cc4c(cc3s1)OCO4)C2	?
CC(C)Oc1ccc(C(=O)Nc2ccc(Cl)c(N3CCCS3(=O)=O)c2)cc1	i

An excerpt of the results above, as a working copy:
SMILES	ST2 IL33 inh
COc1cc2c3c(c1)C(C)CC(C)(C)N3C(=O)C2=O (stereo unspecified)	40.0%*
O=C(Nc1cc(Cl)ccc1O)c1cc(-c2ccco2)on1	?
CCc1ccccc1Nc1nnc(Cc2ccc(Cl)cc2)c(=O)[nH]1	i
CCN(C/C=C/c1ccccc1)C(=O)c1ccc(-n2cnnc2)cc1	i
Cc1ccc(-n2c(C)nc3c(cnn3-c3ccc(F)cc3)c2=O)cc1F	i

A second format for some results above:
structure,ST2 IL33 inh
O=C(CCS(=O)(=O)c1ccc(Br)s1)NC1CCCCC1,i
Cc1ccc(-n2cc(-c3ccc4c(c3)OCO4)[nH]c2=O)cc1Cl,?

Next part.
SMILES	ST2 IL33 inh
CCOCCOC(=O)C1=C(C)NC2=C(C(=O)C(C(=O)OC)C(C)C2)C1c1ccc(OC)cc1 (stereo unspecified)	i
CC1CCN(C(=O)CSc2nc(-c3ccco3)nc3c2c(=O)n(C)c(=O)n3C)CC1	?
CC1CC(C)CN(S(=O)(=O)c2ccc(C(=O)Nc3sc4c(c3C#N)CCCC4)cc2)C1 (stereo unspecified)	i
CCCCOc1ccc(S(=O)(=O)N2CCSC2c2ccc([N+](=O)[O-])cc2)cc1 (stereo unspecified)	i
O=C1c2cccnc2CN1CCC(c1ccccc1)c1ccco1 (stereo unspecified)	?
Cn1c(=O)c2c(ncn2CC(=O)NCCc2ccc(S(N)(=O)=O)cc2)n(C)c1=O	i
O=S(=O)(c1ccccc1)N1CCN(Cc2ccccc2F)CC1	?
COc1ccc2c(c1)OC(C)CN(CC(=O)NCC(c1ccc(F)cc1)N1CCCC1)C2 (stereo unspecified)	i
CCOC(=O)C1CCCN(c2ncnc3c2cnn3-c2cccc(C)c2)C1 (stereo unspecified)	i
Cc1ccc(N2CCCS2(=O)=O)cc1NC(=O)c1ccc(OC(C)C)cc1	?
COc1ccc2cc3cc(C(=O)Nc4ccc(F)c(Cl)c4)oc3nc2c1	?
Cc1nn(C(=O)COc2ccccc2[N+](=O)[O-])c(C)c1Sc1ccc(Cl)cc1	?
COCCOC(=O)C1=C(C)NC2=C(C(=O)CC(c3ccccc3)C2)C1c1ccc(OC)cc1 (stereo unspecified)	i
Cc1ccccc1-n1cnnc1Cn1nc(C)c(C)c1C	i
CN1C(=O)CC(c2ccccc2)C2=C1CC(C)(C)CC2=O (stereo unspecified)	i
CN1CCN(C(=O)c2cccc([N+](=O)[O-])c2)CC1	i
CSc1ccc(C2C(C(=O)Nc3ccc(C)cc3C)=C(C)Nc3ncnn32)cc1 (stereo unspecified)	i
Cc1ccc(-n2cc(-c3ccc(Br)cc3)[nH]c2=O)cc1Cl	i
CN(C)c1ccc(CN2CCc3ccccc3C2)cc1	31.0%*
CCOc1ccc(C(=O)NC2CC(=O)N(c3cccc(F)c3)C2)cc1OCC (stereo unspecified)	i
C=CCn1c(=N)c(C(=O)NCC)cc2c(=O)n3ccccc3nc21	i
O=C(NCC1CCCO1)NC1CCCCC1 (stereo unspecified)	i
CNc1nc2c(C)cccn2c(=O)c1C=NCCO	83.0%*
Cc1ccc2nc(SCC(=O)NC(C)(C)C)[nH]c2c1	i
O=C1OC(C(=O)Nc2ccc(Cl)cc2)Cc2ccccc21 (stereo unspecified)	i

(listing goes on)
SMILES	ST2 IL33 inh
Nc1cccc(N=Cc2nc(-c3ccc(Br)cc3)oc2O)n1	?
Cc1ccc(C(=O)N2CCc3ccccc32)o1	i
COc1ccc(C(O)=C2C(=O)C(=O)N(CCN3CCOCC3)C2c2ccccc2F)cc1 (stereo unspecified)	i
Cc1cc(C(=O)N2CCC(N3CCC(C(=O)NCCc4ccccc4)CC3)CC2)n(C)n1	i
COc1ccccc1Nc1nc(C)cs1	i
O=C(Nc1ccccc1F)c1ccc(Br)cc1	i
Cc1ccc(S(=O)(=O)N2CCC3(CCCN(Cc4cccnc4)C3=O)C2)cc1 (stereo unspecified)	i
CC(C)Cc1cc(C(=O)N2CCCC2c2nc(-c3ccccc3)no2)no1 (stereo unspecified)	i
CC(=O)Nc1cccc(C(=O)N2CCOC(Cc3ccc(F)cc3)C2)c1 (stereo unspecified)	i
COc1cccc(CC(C2CCN(C(=O)CC3CCCCC3)CC2)N(C)C(=O)c2ccn(C)n2)c1 (stereo unspecified)	i
CCOC(=O)CSc1nc2c([nH]c3ccccc32)c(=O)n1-c1ccc(OC)cc1	?
Cc1ccc([N+](=O)[O-])cc1NC(=O)CC1Sc2ccc(C(F)(F)F)cc2NC1=O (stereo unspecified)	i
CCCCn1nnnc1NC(=O)N1CCC(CC)(CC)C1	?
CCC1=Nc2cc(C(=O)NCCCOC(C)C)ccc2Sc2ccc(C)cc21	?
Cc1ccccc1CSc1nc2n(n1)C(c1cccs1)C1=C(CCCC1=O)N2 (stereo unspecified)	i
O=C(CSc1nnc(-c2cccnc2)n1-c1ccccc1)N1CCN(CCO)CC1	?
CCCS(=O)(=O)c1c(S(=O)(=O)CCC)c2ccccn2c1C(=O)c1ccccc1	i
O=C(c1ccc([N+](=O)[O-])cc1)N(c1ccccn1)c1ccccn1	i
Cc1nc2nc[nH]n2c(=O)c1NC(=O)NCc1ccc(F)cc1	?
CC(C)(C)c1cc(Br)ccc1OCC(=O)Nc1sc2c(c1C(N)=O)CCCC2	i
COc1ccc2c(c1)C(NC(=O)CN1CCCN(C)CC1)CC(C)(C)O2 (stereo unspecified)	i
Cc1cc(C)cc(OCC(O)CN2CCN(Cc3ccc4c(c3)OCO4)CC2)c1 (stereo unspecified)	?
CN1C(=O)C(O)(C2CCc3ccccc3C2=O)c2ccccc21 (stereo unspecified)	i
CNC(=O)C1CCC(Cn2c(=O)c3sccc3n(CC(=O)N3CCCCCC3)c2=O)CC1 (stereo unspecified)	i
O=C(Cn1cncn1)N1CCC(c2cc(-c3ccccc3Cl)n[nH]2)CC1	i
CCS(=O)(=O)N1CCC2(CCCN(Cc3cc(OC)ccc3F)C2)C1 (stereo unspecified)	?
COC(=O)c1cccc(N2C(=O)C3C4CC(C(Br)C4Br)C3C2=O)c1 (stereo unspecified)	i
Cc1cc(Br)ccc1OCC(=O)Nc1ccccc1C(N)=O	i
COC(=O)[C@@H](C)NC(=O)[C@H]1CN(C(=O)c2cccnc2)CCN1C(=O)c1cccs1	i
